Source: PubChem (several laboratories)
UGM FP inh – Mtb UDP-galactopyranose mutase inhibition | P9WIQ1 | purified UGM, fluorescence polarization probe displacement | 320,000 compounds, 0.06% hits | inhibition, % at 10 µM; in the data active = inhibition above about 10%, passing the limit was not always enough
Target sequence (P9WIQ1 whole entry, looked up): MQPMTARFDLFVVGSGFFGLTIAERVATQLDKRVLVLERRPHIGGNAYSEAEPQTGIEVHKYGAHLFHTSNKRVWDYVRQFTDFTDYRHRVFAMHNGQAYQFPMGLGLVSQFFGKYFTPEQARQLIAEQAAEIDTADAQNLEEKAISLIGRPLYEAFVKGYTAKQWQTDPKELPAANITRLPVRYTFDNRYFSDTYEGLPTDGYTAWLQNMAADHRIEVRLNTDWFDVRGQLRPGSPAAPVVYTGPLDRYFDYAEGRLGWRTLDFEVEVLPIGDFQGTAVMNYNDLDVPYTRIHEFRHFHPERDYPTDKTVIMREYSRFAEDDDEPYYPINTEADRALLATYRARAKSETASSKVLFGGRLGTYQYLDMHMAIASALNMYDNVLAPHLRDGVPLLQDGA
Mtb BioA inh – BioA (M. tuberculosis) enzyme inhibition; purified M. tuberculosis BioA enzyme, plate reader; inhibition, % at 9.99 µM; 360,000 compounds, 0.096% hits; AID 602481; in the data active = inhibition above about 40%
FadD28 FP inh – blocks FadD28 binding to the bisubstrate probe; inhibition, % at 12.5 µM; 360,000 compounds, 0.22% hits; fluorescence polarization; in the data active = inhibition above about 8.5%, passing the limit was not always enough
TcdB inh – blocks C. difficile toxin B glycohydrolase activity; TcdB glycohydrolase enzymatic assay, plate reader; inhibition, % at 9.99 µM; 350,000 compounds, 0.24% hits; in the data active = inhibition above about 10%
BH1578 lux ind – quorum light induction in luxS cqsA deficient V. cholerae | V. cholerae BH1578 lux reporter, luminescence, 6 h | activation, % at 18.7 µM | 350,000 compounds, 0.16% hits | AID 588436; in the data active = activation mostly above about 9.7%, no sharp cut-off; also: not every result past the cut was called active; inactives centre near 0; reference of the scale not given here
GDH-TPI inh – counter-screen for M. tuberculosis FBA inhibitors: GDH-TPI coupled enzymes | GDH-TPI coupled enzyme counterscreen, NADH absorbance | inhibition, % at 4.8 µM | 360,000 compounds, 1.2% hits; in the data active = inhibition above about 30%;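 also: 0% = DMSO wells and 100% = wells lacking the enzyme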
PfHsp40 rescue – restores yeast growth despite PfHsp40 toxicity | growth rescue, % at 12.5 µM | S. cerevisiae expressing PfHsp40, growth rescue, ATP luminescence | AID 504582 | 340,000 compounds, 0.68% hits; in the data active = growth rescue above about 28%, passing the limit was not always enough;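 also: yeast W303a lacking pdr1 and pdr3 grown in galactose medium; growth measured after three days at 30 °C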
Y pestis TopoI – blocks Yersinia pestis topoisomerase I activity; Y. pestis Topo-I cleavage product accumulation, plate reader; activity, % at 10 µM; 360,000 compounds, 0.064% hits; in the data active = activity above about 50%, passing the limit was not always enough; also: inactives centre near 2
Mtb FBA inh – inhibitors of M. tuberculosis fructose-bisphosphate aldolase. P9WQA3. purified M. tuberculosis FBA, fluorescence read-out. inhibition, % at 1 µM. 360,000 compounds, 2.3% hits. AID 588726; in the data active = inhibition above about 27%;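 also: 0% = vehicle and 100% = reference inhibitor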
Target sequence (P9WQA3 whole entry, looked up): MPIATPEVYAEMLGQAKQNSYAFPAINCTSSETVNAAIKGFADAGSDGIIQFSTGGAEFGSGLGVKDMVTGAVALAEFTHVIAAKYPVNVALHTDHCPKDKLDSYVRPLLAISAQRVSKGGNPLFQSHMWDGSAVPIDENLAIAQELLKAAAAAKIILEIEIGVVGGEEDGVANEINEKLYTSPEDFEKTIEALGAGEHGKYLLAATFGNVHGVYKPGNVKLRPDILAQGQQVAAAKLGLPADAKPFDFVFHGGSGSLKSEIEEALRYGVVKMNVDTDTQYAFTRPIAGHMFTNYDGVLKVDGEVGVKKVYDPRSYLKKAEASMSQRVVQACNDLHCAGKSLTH
* marks the source's active call; other numbers are inactive results; i = inactive; nt = no result given.

SMILES	UGM FP inh	Mtb BioA inh	FadD28 FP inh	TcdB inh	BH1578 lux ind	GDH-TPI inh	PfHsp40 rescue	Y pestis TopoI	Mtb FBA inh
CCOc1ccc(OCCC(=O)N(CCC(C)C)c2c(N)n(Cc3ccccc3)c(=O)[nH]c2=O)cc1	-1.0	-0.8	-1.4	-0.4	-2.9	-9.3	-1.3	-4.3	1.6
COc1ccccc1C(=O)COC(=O)C1CCN(S(=O)(=O)c2ccc(C)c(C)c2)CC1	-3.2	nt	-2.4	1.7	-5.6	0.0	1.0	17.5	1.6
COc1ccccc1CCC(=O)NNC(=O)c1cccs1	1.4	-1.6	1.0	6.9	-1.6	8.2	0.6	-1.1	-0.3
COc1ccc(C(=O)N2CCc3ccccc32)cc1	2.7	2.0	0.0	nt	i	3.7	-0.1	5.1	4.0
COc1cc(NC2c3ccccc3C(=O)N2c2ccc(C)cn2)cc(OC)c1OC (centres undefined)	2.0	-1.6	0.2	0.5	-0.3	2.0	-0.1	-3.4	-0.8
O=C(Cn1c2ccccc2c(=O)c2ccccc21)N/N=C/c1cc([N+](=O)[O-])ccc1N1CCCCCC1	-1.9	-2.0	-3.9	nt	-1.7	7.9	-1.5	-1.5	8.5
O=C(Cn1ncc2c3ccccc3n(Cc3ccccc3F)c2c1=O)N1CCC2(CC1)OCCO2	-0.4	0.7	-2.9	nt	5.9	0.9	0.1	-11.4	1.9
Cc1ccc(C)c(S(=O)(=O)C(C#N)c2nc3ccccc3nc2N2CCCC2)c1 (centres undefined)	3.3	1.0	1.7	nt	i	-11.7	-0.9	6.8	5.3
COc1cccc(OCC(=O)NNC(=O)C(=O)Nc2cccc(C)c2)c1	2.2	-3.6	-1.6	0.7	i	9.3	0.0	-10.9	-0.1
CN(CC(=O)Nc1ccccc1Cl)C(=O)Cn1cc(C(F)(F)F)ccc1=O	0.2	0.6	0.6	-0.1	3.3	-10.9	-2.3	-1.2	2.2
COc1ccc(/C=N/OCC(=O)NCc2cccs2)c(OC)c1	-0.4	nt	1.0	nt	-0.2	6.5	1.1	6.2	0.0
CCc1nnc(NC(=O)Cn2ccc(C(F)(F)F)n2)s1	-2.0	nt	-1.5	nt	-0.2	1.8	-1.6	-1.5	-3.7
O=S(=O)(NCCn1cccc1)c1ccc2ccccc2c1	-0.4	0.1	-3.5	-1.9	-0.4	-4.5	1.2	7.5	1.0
Cn1ccnc1C(OC(=O)c1ccc(Cl)cc1)C(F)(F)F (centres undefined)	-6.6	-0.7	-1.0	-1.2	i	-7.6	2.3	4.3	1.6
NC(=O)c1nsc(C(=O)N(CC(=O)NCc2ccco2)c2ccccc2F)c1N	0.1	1.7	0.3	nt	i	13.2	1.1	4.3	15.1
COc1ccc(/C=N/NC(=O)c2cnccn2)cc1O	nt	nt	-2.0	nt	-0.4	25.1	-0.2	-1.1	-6.1
COc1ccc(C(=O)Nc2ccc(NC(=O)c3ccccn3)cn2)cc1	nt	-4.2	nt	0.3	-0.1	14.2	-0.9	-1.4	0.6
Cc1cc(C)n2c(SCC(=O)NCc3ccco3)nnc2n1	-0.6	-2.1	-3.0	nt	i	5.0	0.2	-4.5	0.3
CC(C)(C)n1nnnc1C(c1cccc(C(F)(F)F)c1)N1CCC(O)CC1 (centres undefined)	4.5	nt	-2.3	1.7	-0.9	-5.1	0.0	-3.7	1.6
CCOc1ccccc1N1CCN(C(=O)c2ccc(NS(=O)(=O)c3ccc4[nH]c(=O)[nH]c4c3)cc2)CC1	3.0	-1.3	-2.8	2.7	-1.2	-2.8	-1.6	18.0	2.6
CCOc1ccc(NC(=O)c2ccc(Cn3nc(C)cc3C)o2)cc1	2.4	-1.6	-0.5	0.9	i	1.0	-0.1	8.8	5.2
CN(C)C(CNC(=O)c1cc(S(=O)(=O)N(C)Cc2ccccc2)ccc1Cl)c1ccco1 (centres undefined)	0.3	-0.2	-2.9	2.3	i	4.2	1.1	19.9	-1.3
CC(=O)c1c(C)[nH]c(C(=O)COC(=O)c2c(C)noc2C)c1C	1.7	4.2	-1.6	0.9	i	1.8	-1.2	1.5	-1.5
COC(=O)[C@@H](NC(=O)NC(C)CCc1ccccc1)C(C)C (some centres undefined)	-1.8	-1.0	-1.2	nt	-0.2	2.3	-1.1	4.1	-0.8
COc1ccc(-c2cn3cccc(C)c3n2)cc1Br	-1.0	-1.0	-0.9	nt	-0.4	9.9	1.5	11.1	1.8
COCCCNC(=O)CCc1ccccc1	-0.2	nt	-1.8	-0.5	-1.0	-1.9	0.6	1.7	-3.8
CCCOc1ccc(/C=N/NC(=O)CN(c2ccc(OCC)cc2)S(C)(=O)=O)cc1	-1.9	-0.7	-2.5	1.2	-0.3	0.5	-0.4	4.6	-3.4
CC1C(=O)N(Cc2cn(Cc3ccco3)nn2)CCS(=O)(=O)N1Cc1ccc(-c2ccncc2)cc1 (centres undefined)	nt	1.0	-2.5	1.3	i	5.2	nt	3.7	0.5
Cc1cccc(N(CC(=O)NC2CCCC2)C(=O)CCC(=O)Nc2cc(C)on2)c1	-2.4	0.8	-1.4	0.5	-0.4	-1.6	-0.6	10.6	3.8
Cc1c(Cl)cccc1NC(=O)CNC(=O)c1ccccc1F	-2.2	-2.0	-0.5	1.1	i	3.7	-0.1	-3.7	-1.2
CCNc1nc(NCC)nc(-n2nc(C)cc2C)n1	4.8	0.7	-1.9	-0.6	-7.1	-0.8	-2.6	0.7	-1.5
Cc1ccc(-c2noc(COc3ccccc3C)n2)cc1	1.8	-0.3	-3.1	nt	-0.6	-5.0	3.4	27.5	1.5
COc1cccc(CC(=O)OCC(=O)NCCc2ccc(F)cc2)c1	0.4	1.6	-1.4	1.9	i	-6.7	1.5	-0.7	1.8
O=C(Cn1c(=O)n(-c2ccccc2)c(=O)c2oc3ccccc3c21)Nc1ccccc1	-0.8	-1.2	-3.7	nt	-0.1	-0.7	0.9	-13.2	2.0
S=c1[nH]c2ccc3ccccc3c2[nH]1	-2.2	nt	-0.4	nt	0.8	0.3	0.8	4.0	-2.3
CC(=O)N1CCSc2ccc(S(=O)(=O)N3CCC(C)CC3)cc21	1.9	3.1	2.5	0.1	0.1	-12.2	-1.0	8.7	3.6
O=C(NC12CC3CC(CC(C3)C1)C2)C12CC3CC(C1)CC(n1cnc(Cl)n1)(C3)C2	-3.6	-1.5	1.2	nt	i	12.3	-0.1	-1.4	1.4
CCCS(=O)(=O)c1nc(S(=O)(=O)c2ccc(C)cc2)c(NCc2ccc3c(c2)OCO3)s1	-0.7	nt	-1.8	1.4	-0.2	9.0	-0.1	40.0	-1.1
Cn1c(=O)c2c(nc(Br)n2CCSc2ncccn2)n(C)c1=O	-3.2	2.9	-1.9	nt	nt	5.0	-0.2	-4.9	-3.2
CCOc1ccc(S(=O)(=O)N2CCCCC2)cc1NC(=O)Cc1cc(OC)c(OC)c(OC)c1	nt	0.4	-3.2	-1.5	-0.3	-10.6	nt	-2.7	-1.8

Single records, as listed above. Order of screens: UGM FP inh	Mtb BioA inh	FadD28 FP inh	TcdB inh	BH1578 lux ind	GDH-TPI inh	PfHsp40 rescue	Y pestis TopoI	Mtb FBA inh
Cc1ccc(C)c(S(=O)(=O)C(C#N)c2nc3ccccc3nc2N2CCCC2)c1 (centres undefined) is entered as 3.3	1.0	1.7	nt	i	-11.7	-0.9	6.8	5.3
Cc1c(Cl)cccc1NC(=O)CNC(=O)c1ccccc1F is entered as -2.2	-2.0	-0.5	1.1	i	3.7	-0.1	-3.7	-1.2

Next section
SMILES	UGM FP inh	Mtb BioA inh	FadD28 FP inh	TcdB inh	BH1578 lux ind	GDH-TPI inh	PfHsp40 rescue	Y pestis TopoI	Mtb FBA inh
COc1ccc(/C=N/NC(=O)c2ccc3nc[nH]c3c2)cc1OC	-2.3	nt	-4.0	-1.1	-0.4	26.5	2.9	-9.4	0.5
Cc1ccc(/C=N\Nc2nc3ccc(Cl)cc3[nH]2)o1	0.2	-0.9	-2.9	-0.1	0.4	44.8*	-0.4	-17.7	-0.6
O=C(Nc1nc2cc3c(cc2s1)OCCO3)c1ccncc1	0.8	nt	-3.3	2.8	1.4	19.2	1.1	-7.4	-1.5
COc1cccc(Nc2ccc(C(=O)O)cc2[N+](=O)[O-])c1	-1.5	nt	-1.6	nt	-0.2	-3.6	1.2	-1.8	-6.3
CC1=N/C(=C\c2ccc([N+](=O)[O-])cc2)C(=O)N1c1cc(Cl)ccc1C	0.3	-0.8	-2.7	nt	7.1	19.2	-0.7	-4.9	-0.3
CCCCC/C=C\C[C@H](O)/C=C/c1cccc(C[C@H](O)CCCCO)n1	0.9	0.3	-0.3	1.2	5.0	16.1	4.7	42.3	0.5
CCCCNC(=O)Cn1nc(Cc2ccncc2)c2ccccc2c1=O	-3.2	-2.9	-1.1	0.5	i	0.4	0.4	1.1	0.8
Nc1nc(-c2ccc(Cl)cc2)nnc1-c1ccc(Br)cc1	1.2	-1.3	-1.1	1.8	-2.0	4.4	-0.9	-6.2	-0.3
C=CCC1c2cccc(C(=O)O)c2C(=O)N1c1cccc(C)c1 (centres undefined)	1.1	0.1	-4.3	-0.6	i	12.0	158.6*	7.2	-1.6
COc1ccc(C2=Nn3c(nnc3-c3ccccn3)SC2)cc1OC	1.7	4.2	-0.6	nt	i	34.9*	1.0	-0.4	-0.1
CCC1CCCCN1C(=O)Cn1c(=O)oc2ccccc21 (centres undefined)	0.8	-0.4	-4.6	nt	5.0	-5.0	-0.7	5.8	3.9
COc1cccc(C(=O)NC(Cc2ccccc2)c2ccc3c(c2)OCCCO3)c1 (centres undefined)	-1.1	-2.5	-3.8	1.0	i	4.6	0.4	24.7	0.0
CC(=O)c1c(C)[nH]c(C(=O)OCC(=O)Nc2cc(Cl)ccc2[N+](=O)[O-])c1C	-0.1	nt	-1.9	-10.0	nt	3.9	4.2	-2.0	-3.6
Cn1c2c(c(=O)c3ccccc31)CCC(C)(C)O2	3.1	0.3	-4.3	1.4	-0.6	1.9	-1.6	0.7	0.3
CC(=O)c1cccc(NC(=O)N2CC(C)OC(C)C2)c1 (centres undefined)	1.4	-0.8	0.3	0.7	i	12.4	-0.4	0.0	3.5
CC(=O)c1ccc(OCC(O)CN2CCN(CC(O)COc3ccc(C(C)=O)cc3)CC2)cc1 (centres undefined)	-1.4	-2.1	-1.0	nt	-1.0	-1.4	-1.3	1.0	-2.7
Cc1c(C(=O)N/N=C/c2cccs2)nnn1-c1nonc1N	-3.5	-0.8	-3.3	-4.4	-1.8	19.9	0.6	2.7	1.6
CC(C)Cc1ccc(CN2CCCC(NC(=O)Cn3cnnn3)C2)cc1 (centres undefined)	2.3	-1.6	-2.4	1.0	-0.5	0.0	0.2	6.1	4.9
CC1=CC(C)C(=O)N(CCN2CCOCC2)C(C)=C1 (centres undefined)	nt	0.0	-3.0	0.6	i	6.2	nt	5.2	-2.7
CCOC(=O)CNC(=S)N(CCCN1CCCCCC1)Cc1cccs1	-0.7	nt	-0.6	-4.0	-0.5	-4.5	-0.9	-4.1	3.0

Among those listed so far, 3 contain bromine:
SMILES	UGM FP inh	Mtb BioA inh	FadD28 FP inh	TcdB inh	BH1578 lux ind	GDH-TPI inh	PfHsp40 rescue	Y pestis TopoI	Mtb FBA inh
COc1ccc(-c2cn3cccc(C)c3n2)cc1Br	-1.0	-1.0	-0.9	nt	-0.4	9.9	1.5	11.1	1.8
Cn1c(=O)c2c(nc(Br)n2CCSc2ncccn2)n(C)c1=O	-3.2	2.9	-1.9	nt	nt	5.0	-0.2	-4.9	-3.2
Nc1nc(-c2ccc(Cl)cc2)nnc1-c1ccc(Br)cc1	1.2	-1.3	-1.1	1.8	-2.0	4.4	-0.9	-6.2	-0.3

More compounds.
SMILES	UGM FP inh	Mtb BioA inh	FadD28 FP inh	TcdB inh	BH1578 lux ind	GDH-TPI inh	PfHsp40 rescue	Y pestis TopoI	Mtb FBA inh
C=CCNc1nc(-c2sc(NC(C)=O)nc2C)cs1	-0.6	1.3	-4.9	nt	0.7	17.0	7.6	0.4	-2.0
COc1cc(C2c3cc4c(cc3CC3COC(=O)N32)OCO4)cc(OC)c1OC (centres undefined)	nt	nt	-3.1	2.6	i	-6.0	-1.2	3.8	-2.5
COc1ccccc1CNC(=O)CN1C(=O)c2ccc([N+](=O)[O-])cc2C1=O	0.1	-0.7	-2.1	1.7	i	0.8	-0.5	1.4	-1.5
CCOC(=O)CSc1nnc(-c2ccncc2)o1	-2.4	-0.1	-2.6	nt	i	-9.4	-1.4	-3.8	4.8
Nc1ccc(-c2nnc(-c3ccc(N)cc3)o2)cc1	-0.7	-1.4	0.4	0.9	-0.6	36.5*	0.0	0.9	74.5*
COC(=O)c1ccc(CSc2nc(C(F)F)cc(C)c2C#N)o1	-0.4	1.4	-2.3	-0.4	0.9	-3.4	-2.5	6.8	7.0
